High-throughput results (PubChem)
GC-A act = GC-A (human) enzyme activation; activation, % at 10 µM; P16066; 0.14% of 370,000 active; HEK293 GC-A cells, cGMP TR-FRET, EC30 ANP; 0% at EC30 ANP, 100% saturating ANP; in the data active = activation above about 40%
NPR2 activator = GC-B (human) receptor activation; P20594; HEK293-GC-B cells, CNP EC30, cGMP TR-FRET; 0% at EC30 CNP, 100% saturating CNP; activation, % at 10 µM; 0.11% of 370,000 active; AID 1920062;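 active = activation at 10 µM reaching about 35% in either raw or pattern-adjusted values, limit read from the data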
Target sequence (P20594 whole entry, looked up): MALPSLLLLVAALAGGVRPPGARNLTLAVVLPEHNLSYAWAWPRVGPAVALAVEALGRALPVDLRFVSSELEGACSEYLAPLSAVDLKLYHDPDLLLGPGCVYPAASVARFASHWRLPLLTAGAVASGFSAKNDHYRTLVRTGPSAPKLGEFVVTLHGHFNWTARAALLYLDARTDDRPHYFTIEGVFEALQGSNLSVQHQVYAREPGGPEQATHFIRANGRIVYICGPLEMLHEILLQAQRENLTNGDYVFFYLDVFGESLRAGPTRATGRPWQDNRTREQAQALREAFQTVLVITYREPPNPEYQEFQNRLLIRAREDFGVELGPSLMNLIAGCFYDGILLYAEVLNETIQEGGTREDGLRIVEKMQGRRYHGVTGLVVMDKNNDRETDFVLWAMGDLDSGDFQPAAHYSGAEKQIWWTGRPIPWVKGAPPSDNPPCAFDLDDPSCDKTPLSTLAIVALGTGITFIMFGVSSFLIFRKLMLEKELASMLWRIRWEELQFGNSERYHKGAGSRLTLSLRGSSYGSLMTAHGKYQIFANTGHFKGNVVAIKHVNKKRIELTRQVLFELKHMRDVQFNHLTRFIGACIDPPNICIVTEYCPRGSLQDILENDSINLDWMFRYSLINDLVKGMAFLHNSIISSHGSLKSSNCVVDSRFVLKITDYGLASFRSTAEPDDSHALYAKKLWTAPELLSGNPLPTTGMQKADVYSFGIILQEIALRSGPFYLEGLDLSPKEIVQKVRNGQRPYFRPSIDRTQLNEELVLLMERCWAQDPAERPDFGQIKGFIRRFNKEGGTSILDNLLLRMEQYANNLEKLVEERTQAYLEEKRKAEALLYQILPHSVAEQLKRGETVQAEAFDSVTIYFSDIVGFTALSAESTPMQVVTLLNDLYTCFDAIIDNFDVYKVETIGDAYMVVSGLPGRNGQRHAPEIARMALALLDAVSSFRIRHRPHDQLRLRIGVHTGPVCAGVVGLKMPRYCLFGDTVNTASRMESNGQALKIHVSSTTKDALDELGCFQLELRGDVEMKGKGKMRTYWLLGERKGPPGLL
hcDAF-12 act = activates DAF-12 receptor from parasite H. contortus. 1.4% of 370,000 active. AID 652067. activation, % at 6.8 µM. HEK293 hcDAF-12 lit1-tk-luc reporter, luminescence; 0% DMSO, 100% Δ7-dafachronic acid;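 active = activation above the mean of all tested compounds plus 3 SD, cut at about 5.5% in these data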;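 also: 100% = response to 3 µM Δ7-dafachronic acid high control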
HGIII-sPLA2 inh = Blocks human group III sPLA2 activity; 0.56% of 370,000 active; AID 743126; inhibition, % at 12.2 µM; Q9NZ20; QFRET BODIPY PC-A2 liposome hydrolysis, fluorescence;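 active = inhibition above mean plus 3 SD of compounds lying within the high and low control bounds, cut at about 19% in these data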;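 also: 0% = median of test compound wells and 100% = no enzyme DMSO wells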
DAX1 inh-1 = inhibits human nuclear receptor DAX1. AID 504766. P51843. 0.99% of 340,000 active. HEK293 Gal4-DAX1 luciferase reporter, luminescence. inhibition, % at 6.75 µM;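 active = inhibition above the mean over all tested compounds plus 3 SD, cut at about 4.2% in these data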;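 also: 0% = DAX1-transfected cells with DMSO and 100% = empty-vector control cells with DMSO; inhibition shows as a rise in luminescence from relieved DAX1 repression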
DAX1 inh-2 = inhibitors of DAX1 repression of SF-1 activated StAR promoter. HEK293T StAR-luciferase reporter, SF-1/DAX-1 repression relief. 1.1% of 370,000 active. inhibition, % at 6.8 µM. AID 652010;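 active = inhibition above the mean over all tested compounds plus 3 SD, cut at about 3.6% in these data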;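 also: 0% = DAX-1 cells with DMSO and 100% = cells lacking DAX-1 with DMSO; higher inhibition means more luminescence from relief of DAX-1 repression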
hgDAF-12 ag = activates the H. glycines DAF-12 receptor ligand-binding domain; HEK293 GAL4-hgDAF12 UAS-luciferase reporter, agonist luminescence; normalized to butyrate control; activation, % at 6.8 µM; 1.8% of 370,000 active; AID 687014;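 active = activation above a cutoff set at the mean of all screened compounds plus 3 SD, cut at about 10% in these data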;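 also: 0% = DMSO wells and 100% = sodium butyrate wells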
KLK7 zymogen act = activates the human kallikrein-7 zymogen; P49862; purified proKLK7, EDANS-DABCYL substrate fluorescence; 100% is mature enzyme control, 0% vehicle; activation, % at 7 µM; 0.9% of 370,000 active; AID 652039;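 active = activation above the mean of all tested compounds plus 3 SD, computed per campaign excluding outliers beyond control limits, cut at about 13% in these data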
SMARCA2 act = SMARCA2 function activation, primary screen | MG213 cells, MMTV-luciferase reporter, dexamethasone, overnight | activation, % at 9.1 µM | 1% of 370,000 active; in the data active = activation above about 7.8%;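 also: 0% = vehicle wells and 100% = reference activator wells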
ssDAF-12 act = activates DAF-12 receptor from parasite S. stercoralis | HEK293 ssDAF-12/GRIP1 lit1-tk-luc reporter, luminescence; % of 3 µM dafachronic acid response | activation, % at 6.8 µM | 1% of 370,000 active | AID 652126;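 active = activation above the mean over all tested compounds plus 3 SD, cut at about 0.9% in these data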;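 also: 0% = DMSO-only wells and 100% = 3 µM delta7-dafachronic acid wells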
FXN GAA850 act = activators of GAA850 frataxin (FXN) promoter; HEK293 lucGAA850 FXN promoter luciferase reporter, 24 h; percent of 10 µM SAHA response; activation, % at 6 µM; 0.56% of 360,000 active;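 active = activation above the average of all compounds screened plus 3 SD, cutoff fixed separately per campaign, cut at about 7.5% in these data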;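 also: 0% = DMSO wells and 100% = 10 µM SAHA wells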
The depositor's hits bear a star; x = no result given.

SMILES	GC-A act	NPR2 activator	hcDAF-12 act	HGIII-sPLA2 inh	DAX1 inh-1	DAX1 inh-2	hgDAF-12 ag	KLK7 zymogen act	SMARCA2 act	ssDAF-12 act	FXN GAA850 act
CCOC(=O)c1nn(-c2ccccc2)c(=O)cc1OCC(=O)Nc1cccc(OC)c1	-4	-2	0.8	3	-0.8	-0.6	-2.8	-0.4	-2	-1.1	-0.8
CCOC(=O)N1CCN(C(=O)c2ccc(NC(=O)c3ccc(C)cc3)cc2)CC1	1	5	-2.6	-2	-0.9	-1.1	2.1	0.1	0	-1.6	-0.2
C[C@H](NC(=O)c1nc[nH]c1C(=O)N1CCc2ccccc2C1)C(=O)OCc1ccccc1	0	3	-0.1	-16	1.4	0.2	0.6	0.8	1	-1.3	-0.8
O=C(c1ccco1)N1CCN(S(=O)(=O)c2cc(Cl)ccc2Cl)CC1	3	4	-1.5	-5	-0.8	-0.1	-1.0	0.3	1	-1.6	0.5
COc1ccc(S(=O)(=O)Nc2cccc3c2O[C@H](CN(C)C)[C@@H](C)CN([C@H](C)CO)C3=O)cc1	0	-1	-0.9	6	0.1	0.9	0.1	-0.5	2	-1.0	0.6
COC(=O)c1cc(S(=O)(=O)N2CCC(C)CC2)cn1C	-1	-1	2.6	-3	-0.5	-0.2	0.3	0.4	-1	-0.9	0.0
CC(NC(=O)Nc1ccc([N+](=O)[O-])cc1)C(c1cccs1)N1CCCC1 (configuration not stated)	1	-5	-1.2	-3	-1.4	-0.7	-2.2	-0.1	0	-1.6	-3.7
NC(=O)C1=CN([C@@H]2O[C@H](COP(=O)(O)OP(=O)(O)OC[C@H]3O[C@@H](n4cnc5c(N)ncnc54)[C@H](O)[C@@H]3O)[C@@H](O)[C@H]2O)C=CC1	0	-1	-0.1	4	x	0.3	-0.8	0.1	-3	-1.2	x
Cc1cc(C)c2c(=O)cc(C(F)F)oc2c1	-2	6	0.1	10	-0.1	0.5	-0.1	0.2	1	-1.5	-0.2
O=C(Cc1cccs1)Nc1nc(-c2ccccc2)cs1	26	2	-2.3	-15	-0.1	-2.0	-1.8	0.1	-6	-2.1	-1.4
Cc1cccc(NC(=O)CN2CCN(C(=O)C(C)Oc3ccc(C#N)cc3)CC2)c1C (configuration not stated)	1	1	2.0	7	-0.7	-0.4	2.0	-1.0	-3	0.1	1.8
O=C(Nc1ccccc1F)c1ccc2nc(N3C(=O)CCC3=O)sc2c1	1	-6	1.1	-4	7.1*	1.5	2.9	0.4	8	-1.1	5.3
CCN(CC)CCCNC(=O)c1cc2c(=O)[nH]c3ccc(C)cc3c2s1	8	7	1.0	-8	0.1	0.6	1.3	23*	1	0.1	4.5
CCOC(=O)NN=C1c2ccccc2-c2ccccc21	-2	0	0.5	11	-0.4	0.0	-1.2	0.7	-2	-1.7	1.5
CCc1ccc(NC(=O)COC(=O)/C=C/c2c(C)nn(C3CCS(=O)(=O)C3)c2Cl)cc1 (configuration not stated)	0	3	1.2	-1	3.0	-0.1	-0.7	0.4	-1	-0.3	3.8
Cc1cc2cc3c(cc2nc1SCC(=O)N1CCOCC1)OCO3	-2	5	-0.2	5	0.8	-0.1	2.0	-0.6	8.4*	-0.5	0.3
CCc1cccc2c1NC1(CCCC1)CC2C (configuration not stated)	-9	0	-2.3	6	-2.4	-0.2	-2.9	0.0	1	-0.7	2.4
O=C(COC(=O)c1cccc(S(=O)(=O)NCc2ccccc2)c1)NCC1CCCO1 (configuration not stated)	-2	-1	0.3	1	0.3	-0.3	-2.6	0.4	0	-0.4	0.5
O=c1c2ccccc2oc2cc(-c3ccc4cc[nH]c4c3)ccc12	7	1	1.6	-3	0.4	1.9	5.2	-0.5	2	-0.6	5.5
COc1cccc(C(=O)NC(=S)N2c3ccccc3CC2C)c1OC (configuration not stated)	-6	-5	-2.6	14	-0.9	-0.7	-1.3	0.0	-4	-0.8	0.0

Sorted by count of non-hydrogen atoms (rising): some entries from above.
SMILES	GC-A act	NPR2 activator	hcDAF-12 act	HGIII-sPLA2 inh	DAX1 inh-1	DAX1 inh-2	hgDAF-12 ag	KLK7 zymogen act	SMARCA2 act	ssDAF-12 act	FXN GAA850 act
Cc1cc(C)c2c(=O)cc(C(F)F)oc2c1	-2	6	0.1	10	-0.1	0.5	-0.1	0.2	1	-1.5	-0.2
CCc1cccc2c1NC1(CCCC1)CC2C (configuration not stated)	-9	0	-2.3	6	-2.4	-0.2	-2.9	0.0	1	-0.7	2.4
O=C(Cc1cccs1)Nc1nc(-c2ccccc2)cs1	26	2	-2.3	-15	-0.1	-2.0	-1.8	0.1	-6	-2.1	-1.4
O=c1c2ccccc2oc2cc(-c3ccc4cc[nH]c4c3)ccc12	7	1	1.6	-3	0.4	1.9	5.2	-0.5	2	-0.6	5.5
COc1cccc(C(=O)NC(=S)N2c3ccccc3CC2C)c1OC (configuration not stated)	-6	-5	-2.6	14	-0.9	-0.7	-1.3	0.0	-4	-0.8	0.0
CCN(CC)CCCNC(=O)c1cc2c(=O)[nH]c3ccc(C)cc3c2s1	8	7	1.0	-8	0.1	0.6	1.3	23*	1	0.1	4.5
CCOC(=O)N1CCN(C(=O)c2ccc(NC(=O)c3ccc(C)cc3)cc2)CC1	1	5	-2.6	-2	-0.9	-1.1	2.1	0.1	0	-1.6	-0.2
O=C(COC(=O)c1cccc(S(=O)(=O)NCc2ccccc2)c1)NCC1CCCO1 (configuration not stated)	-2	-1	0.3	1	0.3	-0.3	-2.6	0.4	0	-0.4	0.5
CCOC(=O)c1nn(-c2ccccc2)c(=O)cc1OCC(=O)Nc1cccc(OC)c1	-4	-2	0.8	3	-0.8	-0.6	-2.8	-0.4	-2	-1.1	-0.8
C[C@H](NC(=O)c1nc[nH]c1C(=O)N1CCc2ccccc2C1)C(=O)OCc1ccccc1	0	3	-0.1	-16	1.4	0.2	0.6	0.8	1	-1.3	-0.8
COc1ccc(S(=O)(=O)Nc2cccc3c2O[C@H](CN(C)C)[C@@H](C)CN([C@H](C)CO)C3=O)cc1	0	-1	-0.9	6	0.1	0.9	0.1	-0.5	2	-1.0	0.6
NC(=O)C1=CN([C@@H]2O[C@H](COP(=O)(O)OP(=O)(O)OC[C@H]3O[C@@H](n4cnc5c(N)ncnc54)[C@H](O)[C@@H]3O)[C@@H](O)[C@H]2O)C=CC1	0	-1	-0.1	4	x	0.3	-0.8	0.1	-3	-1.2	x

Next part
SMILES	GC-A act	NPR2 activator	hcDAF-12 act	HGIII-sPLA2 inh	DAX1 inh-1	DAX1 inh-2	hgDAF-12 ag	KLK7 zymogen act	SMARCA2 act	ssDAF-12 act	FXN GAA850 act
Cc1ccc(-c2nc(N)sc2C)cc1	16	5	-1.5	5	0.8	0.1	2.2	-0.1	-1	-1.8	2.6
Cc1ncoc1C(=O)NC1CC(C)(C)Cc2c1cnn2-c1ccc(F)cc1 (configuration not stated)	-1	1	3.0	7	0.4	1.5	-1.3	0.1	0	-0.9	-1.7
COc1cccc(N2CC(NC(=O)C(=O)c3c[nH]c4ccccc34)CC2=O)c1 (configuration not stated)	2	-5	3.3	-6	-0.1	0.8	0.2	-0.4	1	0.0	-1.3
CCC(=O)Oc1ccc2c(C)c(Cl)c(=O)oc2c1	8	-7	-2.7	-4	0.8	-0.6	-0.5	40*	3	-1.9	1.6
C=CCN1C2CCCC1CC(NC(=S)Nc1ccc(Cl)cc1)C2 (configuration not stated)	-5	1	-0.9	4	1.2	-0.3	2.7	0.7	-1	-1.7	-2.3
COc1ccc(OCCCSc2ncccn2)cc1	1	5	2.5	1	1.2	0.4	14*	-0.7	6	0.0	2.5
Cc1cnc(CNC(=O)c2ccc3oc(C(C)C)nc3c2)[nH]1	1	1	1.6	6	0.1	1.1	1.0	0.2	6	-1.1	1.3
COc1ccc(CCNC(=O)/C=C/c2ccc(C)cc2)cc1OC	3	-9	-0.6	2	0.5	-0.6	-0.6	0.7	5	-1.7	-1.2
O=C(CCN1C(=O)C2C3C=CC(C3)C2C1=O)NCC1CCCO1 (configuration not stated)	1	-2	0.0	-1	1.8	0.7	-2.0	0.3	0	-1.8	1.9
Nc1nonc1/C(=N/O)N1CCCC1	2	4	-1.1	-2	-0.5	0.0	-0.3	0.2	-3	-1.2	0.6
Cc1[nH]c2c(C(=O)N3CCCC(CCC(=O)NCc4ccccc4F)C3)cccc2c1C (configuration not stated)	2	2	-2.8	-20	0.1	-0.5	0.8	0.0	0	-1.7	1.4
C/C=C/c1ccc(OCCCCNCc2ccco2)c(OC)c1	2	-2	2.3	-5	3.1	-0.3	0.0	-0.3	-4	-0.4	0.5
Cc1cc(Cl)ccc1OC(C)C(=O)OCC(=O)c1ccc[nH]1 (configuration not stated)	-2	-3	-1.5	-11	-0.3	-1.0	-1.3	-0.2	1	-0.9	0.9
Clc1ccccc1-c1ncc(-c2ccccc2)o1	1	0	9.7*	-1	5.2*	2.2	14*	0.9	4	1.4*	3.3
COCCNC(=O)COc1ccc(C)cc1C	3	1	-1.9	-1	0.4	0.6	2.4	-0.1	3	-1.0	3.4
COc1cc(CC(=O)NCCCc2ccccc2)cc(OC)c1OC	-2	-1	-1.9	1	0.2	-0.5	-2.2	-0.7	-2	-1.5	-2.4
COc1cccc(OC)c1C(=O)Nc1ccc(N2CCN(C(=O)c3cccs3)CC2)cc1	-2	0	-1.0	-1	0.6	2.7	1.2	0.0	-2	-0.6	2.3
COc1ccc(N2C(=O)CSC2c2ccc(F)cc2)cc1 (configuration not stated)	-6	1	-0.1	1	1.0	0.1	-1.9	0.3	-2	-0.7	0.3
COc1ccc(-c2coc3cc(OC(=O)N4CCOCC4)ccc3c2=O)cc1	5	1	1.0	1	2.4	-0.1	3.6	0.3	0	-1.6	2.2
O=C(Nc1ccccc1Cl)NN1CCCCCC1	2	0	0.9	0	0.0	0.0	2.3	-0.2	-4	-0.6	2.0
